Compound activity: PubChem BioAssay, National Center for Advancing Translational Sciences (NCATS)
p53 reactivator: re-activators of mutant p53; hit rate 0.063% among 320,000; AID 504706; Potency, µM (top dose mostly 92.2 µM), inactives show at the top dose activity change, positive = activation, actives largely listed as activators; H1299 p53-A138V BP100-luciferase reporter, luminescence, 24 h; further: potency means the concentration at half of the fitted maximal effect; % of control where 0% means no effect; nearly all actives have a fitted effect of over 45% in size
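p53-null H1299 cells stably carrying temperature-sensitive p53-A138V and a BP100-luciferase reporter were pinned with compounds (4-point, 1:5 series) and held 24 hrs at 37 deg C. Luminescence was read 10 min after detection reagent.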
CXXC DNA block: MLL CXXC-DNA interaction inhibition. Q03164. MLL-CXXC / FITC-HOXA9 DNA fluorescence polarization. Potency, µM (top dose mostly 115 µM), inactives show top-dose activity change, negative = inhibition, actives largely listed as inhibitors. hit rate 0.037% among 290,000; active means well fitted inhibition curve with a large enough effect in the polarisation, with a control signal flat, not every such curve was filed as active; inconclusive means small, poorly fitted or top-dose-only effect, or effect the other way, or a change in a side signal; inactive means no such curve, though single readings can be large or run the other way; the % refers to the polarisation; further: potency means the concentration at half of the fitted maximal effect
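Purified MLL-CXXC (added from a 7 uM solution) was preincubated 5 min at ambient with pinned compounds in 50 mM Tris-HCl pH 7.5, 50 mM NaCl, 1 mM DTT, 0.05% BSA. Fluorescein-labeled HOX-A9 DNA (50 nM solution) followed, 30 min, then polarization read.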
ELG1 repair inh: blocks ELG1-dependent DNA repair in HEK293T cells; Potency, µM (doses to about 46.1 µM), inactives show at the highest dose activity change, negative = inhibition, actives largely listed as inhibitors; hit rate 2.3% among 330,000; AID 504467; HEK293T ELG1-luciferase reporter, luminescence, 16 h; DNA damage induced by 5-fluorouridine; further: potency means the concentration at half of the fitted maximal effect; on the % scale 0 is the no-effect control and ±100 the full control effect; nearly all actives have a fitted effect of over 55% in size
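Cells (2,000 per well) received 5-fluorouridine plus test compound or DMSO and were incubated 16 hr at 37 °C, 5% CO2. Luciferase activity was read by luminescence 30 min after ONE-Glo addition; signal suppression marked inhibition of damage-induced ELG1 function.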
B2AR arrestin: agonists driving beta-arrestin recruitment to human beta2-adrenergic receptor. beta-arrestin recruitment to beta2AR, cell-based reporter. Potency, µM (series often up to 46.1 µM), for the others: top-dose activation, usual class: activators. hit rate 0.02% among 330,000;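 further: potency means the concentration at half of the fitted maximal effect; 0% = DMSO controls and full agonism = EC100 isoproterenol or metaproterenol; nearly all actives have a fitted effect of over 65% in size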
BRCA1 expr up: increases BRCA1 expression | AID 624202 | hit rate 1.1% among 380,000 | Potency, µM (top dose mostly 46.1 µM), without a hit: top-dose activation, actives largely listed as activators | MCF7-BRCA1-FFLuc reporter, luminescence, 48 h; response scale: scaled: vehicle 0%, 10 µM genistein 100%; further: potency means the concentration at half of the fitted maximal effect; nearly all actives have a fitted effect of over 80% in size; some results filed as inactive show a strong effect at the top dose
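48 h compound treatment of MCF7-BRCA1-FFLuc cells (phenol-red free MEM, 37 °C), then 15 min with luciferase substrate and luminescence imaging.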
TCR act: activates T cell receptor signaling | primary human leukocytes, anti-CD3, IL-2 HTRF, 48 h | Potency, µM (titrated, usually from 9.22 µM), without a hit: at the top dose activation of IL-2 secretion, actives largely listed as activators | 330,000 tested, under 10 active | AID 504894; further: % of control where 0% means no effect
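IL-2 produced over 48 hr by a-CD3 bead-stimulated primary human leukocytes exposed to compounds was detected with a homogeneous time-resolved FRET immunoassay, 665nm acceptor signal after 320nm excitation.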
a7 integrin act: activators of alpha7 integrin expression for muscular dystrophy; alpha7betagal myoblasts, beta-gal FDG fluorescence, 48 h; Potency, µM (titrated, usually from 38.3 µM), for inactives: top-dose activation, hits mostly activators; hit rate 0.064% among 350,000; AID 624291;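 further: potency means the concentration at half of the fitted maximal effect; 100% = response of the positive control SU9516; nearly all actives have a fitted effect of over 60% in size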
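Alpha7betagal+/- myoblasts (passage 13) were plated 16-24 hr, then exposed to compounds (1:260 dilution of DMSO stock) for 48 hours at 37C. After MPER lysis, β-galactosidase reporter activity was read as FDG fluorescence (ex 480/em 540) after 30 minutes.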
TRPV1 agonist: human TRPV1 agonism. Q8NER1. TRPV1-expressing cells, Fluo-8 calcium influx, agonist mode. activation, % at 8.33 µM. hit rate 0.19% among 320,000. AID 540275; in the data active means activation above about 80%; inconclusive means between about 30% and that limit; further: 0% is about no effect
Target sequence (Q8NER1 whole entry, looked up): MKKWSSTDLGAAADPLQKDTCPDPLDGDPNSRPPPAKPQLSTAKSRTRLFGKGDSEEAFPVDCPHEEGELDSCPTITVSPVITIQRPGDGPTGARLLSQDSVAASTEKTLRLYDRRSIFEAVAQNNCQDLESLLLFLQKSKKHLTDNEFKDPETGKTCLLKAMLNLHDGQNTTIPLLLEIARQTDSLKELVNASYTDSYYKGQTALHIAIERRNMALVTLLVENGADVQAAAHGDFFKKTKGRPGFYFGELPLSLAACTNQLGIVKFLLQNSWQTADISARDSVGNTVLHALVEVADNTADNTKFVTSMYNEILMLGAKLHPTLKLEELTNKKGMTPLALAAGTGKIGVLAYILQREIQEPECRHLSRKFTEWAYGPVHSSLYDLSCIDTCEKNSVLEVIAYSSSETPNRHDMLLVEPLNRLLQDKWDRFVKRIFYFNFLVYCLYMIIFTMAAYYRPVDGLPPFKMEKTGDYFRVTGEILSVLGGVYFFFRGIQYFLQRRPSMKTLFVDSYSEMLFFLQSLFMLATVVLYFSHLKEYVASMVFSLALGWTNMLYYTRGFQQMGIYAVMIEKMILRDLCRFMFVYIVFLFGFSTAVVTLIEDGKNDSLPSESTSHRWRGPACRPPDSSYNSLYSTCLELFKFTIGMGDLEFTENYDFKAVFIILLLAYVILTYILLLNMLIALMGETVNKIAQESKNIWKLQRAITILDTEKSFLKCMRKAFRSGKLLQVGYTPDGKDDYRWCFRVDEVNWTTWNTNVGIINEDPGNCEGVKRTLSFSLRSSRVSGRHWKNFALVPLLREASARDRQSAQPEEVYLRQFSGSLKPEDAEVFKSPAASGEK
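Cells expressing TRPV1 were dye-loaded with Fluo-8 and read kinetically: 10 s baseline, 3 min after compound (agonist portion), then 2 min after EC20 capsaicin (allosteric enhancer portion). Calcium-bound dye fluorescence at 480/520 nm.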
PTAP TSG101 blk: blocks PTAP/TSG101 interaction to inhibit HIV-1 budding; 340,000 tested, under 10 active; Potency, µM (top dose mostly 115 µM), without a hit: at the top dose activity change, negative = inhibition, hits mostly inhibitors; AID 493005; Fluorescence polarization, FITC-PTAP peptide / Tsg101 binding; Q99816; active means well fitted inhibition curve with a large enough effect in the main read-out, with a control signal flat, not every such curve was filed as active; inconclusive means small, poorly fitted or top-dose-only effect, or effect the other way, or a change in a side signal; inactive means no such curve, though single readings can be large or run the other way; further: potency means the concentration at half of the fitted maximal effect; % of control where 0% means no effect
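Fluorescence anisotropy tracks displacement of a FITC-tagged PTAP peptide (50 nM) from the Tsg101 binding domain (10 uM), following a 20 min room-temperature incubation at pH 7.5.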
AT treatment: potential ataxia-telangiectasia treatments restoring KAP-1 phosphorylation | […] A-T fibroblasts, KAP-1 phosphorylation AlphaLISA; neocarzinostatin DNA damage 30 min before lysis | Potency, µM (series often up to 57.5 µM), inactives show top-dose activation, usual class: activators | hit rate 0.19% among 320,000; further: potency means the concentration at half of the fitted maximal effect; % of control where 0% means no effect; nearly all actives have a fitted effect of over 45% in size
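ATM-like activity read as KAP-1 phosphorylation via AlphaLISA donor/acceptor antibody pairs after lysis and 6 hr at 25C. Cells were ATM-null patient fibroblasts ([…], hTERT), dosed 60 min, then exposed to the DSB inducer NCS for 30 min.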
Starred values were filed as active, the others as inactive; ? = inconclusive; . = not tested or not shown; & = joins results of further samples; [ ] = another dose, or the depositor's remark. Unless noted, the call rests on the fitted dose curve; in most records, active means well fitted curve in the direction sought with a large enough effect; inconclusive means small, poorly fitted or top-dose-only effect, or another doubt; inactive means no such curve, though single readings can be large; an effect the other way counts as inactive or inconclusive.

SMILES	p53 reactivator	CXXC DNA block	ELG1 repair inh	B2AR arrestin	BRCA1 expr up	TCR act	a7 integrin act	TRPV1 agonist	PTAP TSG101 blk	AT treatment
Clc1cccc(-c2ccc3ncnc(NCc4cccnc4)c3c2)c1	-10%	.	?	0.1%&0.1%	0%	-2%	.	.	-1%	-7%&-4%
CN(Cc1nccs1)C(=O)C1CCC(=O)N(CCc2ccc(Cl)cc2)C1 (stereo not given)	0%	5%	18%	0.1%	-12%	-1%	19%	-6	-4%	4%
O=C1CCC[C@@H]2[C@H](Cc3ccccc3)[C@@H](O)C[C@@H]3CCN1[C@@H]32	.	.	.	.	0%	4%	5%	.	0%	.
CCC(Sc1ncccc1C(=O)O)C(=O)N1CCOCC1 (stereo not given)	1%	12%	-17%	0.4%	7%	-49%	10%	3	-4%	-2%
Cc1ccc(NC(=O)COC(=O)c2ccc(C)c(S(=O)(=O)N3CCOCC3)c2)cc1	-6%	.	0%	-0.1%	-27%	-3%	0%	16	-2%	-6%
CC1CCC2(CC1)NC(=O)N(CC(=O)Nc1cccc(S(=O)(=O)N3CCCC3)c1)C2=O (stereo not given)	-16%	.	1%	0.0%	-5%	.	-19%	1	-12%	11%
CCOc1ccc(-c2nnc(-c3ccco3)o2)cc1OCC	?	-9%	?	-0.2%	?	-1%	0%	13	-2%	4%
Cc1ccc(OCC(=O)Nc2cc(S(=O)(=O)N3CCOCC3)ccc2N2CCCC2)cc1	-4%	.	?	0.0%	-34%	3%	28%	10	-4%	-16%
O=C(CSc1nnnn1Cc1ccccc1)NCC(=O)c1ccccc1	13%	4%	2%	0.4%	-4%	0%	-1%	-10	-12%	-7%
CCn1c(COc2cccc(OC)c2)nnc1SCC(=O)Nc1cc(OC)ccc1OC	-12%	7%	?	0.1%	-27%	3%	-19%[7.66 µM]	4	-6%	1%
CCN(CC)S(=O)(=O)c1ccc(C(=O)NC(=S)N(CCC#N)Cc2cccnc2)cc1	-5%	-12%	-6%	0.3%	23%	2%	14%	3	-2%	-2%
COCc1nnc(NS(=O)(=O)c2ccc(Cl)cc2)s1	8%	-5%	2%	-0.1%	8%	.	5%	1	-3%	-7%
O=C(CNS(=O)(=O)c1ccccc1)N1CCCC1	-1%	-5%	5%	-0.1%	64%	7%	8%	-2	-2%	-3%
COc1ccc(OC)c(C(=O)/C=C/c2cccnc2)c1	-17%	9%	?	-0.5%	-77%	-5%	-64%[inhibitor]	-3	-7%	14%
CCc1cc(=O)oc2cc3oc(C)c(C)c3cc12	4%	5%	?	-0.1%	0%	-2%	-1%	22	-3%	-3%
COc1ccc2c(c1)OC[C@H]1[C@H]2N2C(=O)CN(C)C(=O)[C@@]2(C)[C@H]1c1ccccc1	-5%	.	8%	0.1%	4%	-5%	28%	-1	0%	-4%
Cc1cc(C)n(CC(=O)N2CCCC(N3CCN(c4cccc(C(F)(F)F)c4)CC3)C2)n1 (stereo not given)	-6%	-5%	-9%	-1.0%	-30%	-4%	2%	2	-2%	21%
CCC(C(=O)OCC(=O)Nc1cc(Cl)ccc1Cl)c1ccccc1 (stereo not given)	2%	-3%	?	-1.1%	0%	-9%[46.1 µM]	21%	8	0%	9%
C=CCn1c(C(C)(C)C)nc2ccccc21	4%	9%	0%	-0.1%	0%	6%	-13%	1	-4%	0%
Cn1cnnc1SCC(=O)Nc1ccccc1	15%	-4%	3%	-0.5%	36%	7%[46.1 µM]	-3%	-1	-2%	0%
CCC(C)NC(=O)CSc1ccc(Cl)cc1 (stereo not given)	?	-3%	?	-0.6%	0%	2%[46.1 µM]	14%	6	-4%	0%
CC(C)NC(=O)c1ccc2c(c1)N(CC(=O)Nc1ccccc1F)C(=O)C(C)(C)O2	6%	6%	?	-0.5%	-8%	.	18%	6	2%	3%
O=C(Nc1ccc(Oc2cccnc2)cc1)c1cccc([N+](=O)[O-])c1	15%	2%	-28%	0.1%	55%	-5%[46.1 µM]	-5%	28	-1%	1%
Cc1ccccc1NC(=S)NCc1ccc(F)cc1	.	1%	3%	-0.4%	4%	1%	3%	16	-4%	8%
COc1ccc(/C=N/c2oc(C)c(C)c2C#N)c(OC)c1	-2%	-1%	-4%	-0.7%	20%	-4%	3%	0	-10%	-3%
Cc1cc(C(=O)COc2cc(F)ccc2[N+](=O)[O-])c(C)n1C1CC1	8%	-6%	0%	0.2%	-9%	4%	-25%	4	-4%	-2%
O=C(C[C@@H]1C/C=C\C[C@@H](Cc2ccc(F)cc2)C(=O)OC[C@@H]2CCCN2C1=O)NCCO	1%	.	15%	-1.3%	-1%	-9%	16%	.	-2%	4%
Cn1cc2cc(NC(N)=S)ccc2n1	2%	-1%	-12%	-0.2%	-9%	-7%	23%	0	1%	2%
CCCN(CC(=O)Nc1ccccc1C)C(=O)c1cnc(C)cn1	.	.	.	.	0%	1%	12%	.	0%	.
O=C(NC(=S)Nc1ccc(Br)cn1)c1cccnc1	15%	-7%	?	-0.3%	9%	8%	23%	0	-3%	9%
O=C(Cn1cc(SCc2cccc(Cl)c2)c2ccccc21)N1CCOCC1	28µM*	5%	?	-0.6%	?	1%[46.1 µM]	-24%	-2	3%	-2%
CC(C#N)Sc1ccc(S(=O)(=O)N2CCCC2)cn1 (stereo not given)	-1%	.	10%	-0.2%	-6%	2%	12%	-6	-2%	3%
CCCc1nnc(NC(=O)CC(=O)OCC)s1	-4%	11%	-1%	-0.5%	-16%	12%	2%	4	0%	2%
CCOC(=O)CSc1nnc(CNC(=O)c2ccc(OC)cc2)n1-c1ccc(OC)cc1	-2%	-6%	0%	0.1%	-3%	.	12%	-4	-5%	-1%
O=C(c1ccccc1)N1CCN(CCc2ccccc2)CC1	.	2%	1%	0.4%	1%	-8%	2%	0	-9%	1%
O=C(NNC1=Nc2ccccc2SC1)c1ccc(Cl)cc1	3%	8%	6.5µM*	-0.7%	-22%	2%	-14%	?	-2%	-7%
COc1ccccc1N(C)S(=O)(=O)c1ccc(C(=O)NNC(=O)c2ccccc2O)cc1	1%	.	-26%	-0.1%	-74%	0%	-17%	2	2%	-12%
C=CCC(=O)NC(C)c1cnn(-c2ccccc2C)c1C (stereo not given)	-1%	-4%	7%	0.1%	14%	-1%	-6%	4	-1%	1%
Cc1cc(C)n(-c2nc3ccccc3c(=O)n2OCCOc2ccccc2)n1	2%	-16%	-23%	-0.6%	-22%	-6%[46.1 µM]	-28%	-2	-8%	3%
O=C(CSc1ncccc1C(=O)O)c1ccccc1F	0%	25%	?	0.2%	71%	2%	8%	0	-4%	-13%
CC(=NCC1CCNCC1)C1=C(O)CC(C)(C)CC1=O	-8%	5%	18%	-1.9%	-17%	2%	7%	0	0%	2%
O=C(N/N=C/c1cc(Br)c(O)c(Br)c1)c1cccc(C(F)(F)F)c1	-4%	0%	-1%	-0.1%	-6%	0%[46.1 µM]	2%	3	4%	2%
COc1ccc(-c2nnc(SC(C)C(=O)Nc3cccc(Cl)c3)o2)cc1 (stereo not given)	21%	17%	?	1.0%	?	0%	4%	15	-5%	19%
COCCOC(=O)c1c(C)oc2ccc(O)c(CN3CCC(C)CC3)c12 (tested in a mixture with another compound)	.	.	.	.	-16%	-1%	-1%	.	-3%	.
O=C(Nc1cccc(S(=O)(=O)N2CCOCC2)c1)[C@@H]1CCCN1S(=O)(=O)c1ccc(Cl)cc1	-3%	17%	?	1.3%	-12%	-2%[46.1 µM]	-11%	17	-1%	.
Cc1ccc(C(=O)NCCN2C3=NC[C@H](Cc4ccc(O)cc4)N3C[C@H]2Cc2ccc(O)cc2)cc1Br	-2%	16%	9%	0.1%	10%	3%	-9%	-3	-1%	11%
O=C(NCCCCNC(=O)c1ccco1)c1ccco1	3%	4%	9%	-0.2%	11%	-1%	20%	4	-6%	5%
O=c1nc(NCc2ccco2)sc2ncccc12	4%	-1%	28%	-0.4%	-6%	6%	-2%	-1	-5%	-10%
CC(C)Oc1cccc(C(=O)NC(=S)N2CCN(c3ccc(C(F)(F)F)cc3[N+](=O)[O-])CC2)c1	22%	6%	?	-0.1%	-72%	-9%	-14%	-1	-4%	-5%
Cc1cc(C)c2cc(C#N)c(N3CCCN(S(=O)(=O)c4ccccc4)CC3)nc2c1	.	.	.	.	1%	-3%	1%	.	-4%	.
COc1ccc(N2CCN(C(=O)c3ccc(CS(=O)c4cccc(C)c4)o3)CC2)cc1 (stereo not given)	-4%	6%	-19%	0.4%	-14%	-4%	-17%	0	-3%	-7%
Cc1cccc2nc(CSc3ncccc3C(=O)O)cn12	9%	-4%	1%	0.1%	0%	5%	24%	1	1%	-1%
